Assay outcomes: PubChem BioAssay, National Center for Advancing Translational Sciences (NCATS)
PGK inhibitor – blocks T. brucei phosphoglycerate kinase. Potency, µM (top dose mostly 57.5 µM), inactives show at the highest dose activity change, negative = inhibition, hits mostly inhibitors. P07378. hit rate 0.043% among 380,000. PGK/GAPDH coupled, Kinase-Glo luminescence, 60 min. AID 602233; further: on the % scale 0 is the no-effect control and ±100 the full control effect; nearly all actives have a fitted effect of over 60% in size
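Luminescent ATP detection (Kinase-Glo Plus) follows a 60-minute room-temperature incubation, with wells lacking PGK as controls. Buffer: 100 mM TEA (pH 7.6), 5 mM MgCl2, 0.01% Tween-20. Coupling enzyme GAPDH (100 nM final) supplies unstable 1,3-BPG in-well.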
BAZ2B inh – BAZ2B (human) inhibition; Q9UIF8; AlphaScreen BAZ2B-H3K14Ac peptide displacement; Potency, µM (highest dose often 114 µM), inactives show top-dose activity change, negative = inhibition, actives largely listed as inhibitors; hit rate 4.4% among 360,000; AID 504333; further: on the % scale 0 is the no-effect control and ±100 the full control effect; nearly all actives have a fitted effect of over 60% in size
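BAZ2B 50 nM plus b-H3(5-23)K14Ac 50 nM, PBS pH 7.4/0.01% Tween-20, 30 min RT; compound added (max 110 uM), 30 min RT; streptavidin donor/Ni-chelate acceptor beads 10 ug/mL final, 20 min dark; AlphaScreen read.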
GLS inh – glutaminase GLS (human) inhibition; GLS enzymatic activity, qHTS titration; hit rate 0.21% among 410,000; AID 624170; O94925; Potency, µM (highest dose often 45.5 µM), for inactives: top-dose activity change, negative = inhibition, most hits filed as inhibitors; further: on the % scale 0 is the no-effect control and ±100 the full control effect
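Read-out is an Amplex red fluorescence increase coupled through glutamate oxidase and HRP, measured before and after 30 min room-temperature incubation. hKGA is in 45 mM KH2PO4 (pH 8.2) with 0.02% Tween-20; glutamine added as 1mM solution.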
JMJD2A Tudor inh – JMJD2A Tudor domain (human) inhibition; hit rate 4.4% among 390,000; Potency, µM (top dose mostly 114 µM), inactives show at the top dose activity change, negative = inhibition, usual class: inhibitors; AlphaScreen JMJD2A-Tudor / H3K4me3 peptide binding; O75164; further: on the % scale 0 is the no-effect control and ±100 the full control effect; nearly all actives have a fitted effect of over 50% in size
Pin1 inh – human Pin1 inhibition; Potency, µM (titrated, usually from 115 µM), without a hit: top-dose activity, negative = inhibition, hits mostly inhibitors; hit rate 0.009% among 390,000; Pin1 FP peptide displacement, HiFluor488, 10 min; AID 504891; Q13526; active means well fitted inhibition curve with a large enough effect in the polarisation, with a control signal flat, not every such curve was filed as active; inconclusive means small, poorly fitted or top-dose-only effect, or effect the other way, or a change in a side signal; inactive means no such curve, though single readings can be large or run the other way; the % refers to the polarisation; further: on the % scale 0 is the no-effect control and ±100 the full control effect
G9a block – blocks human histone lysine methyltransferase G9a; Q96KQ7; G9a H3K9 monomethylation, AlphaScreen, 2 h; Potency, µM (titrated, usually from 102 µM), without a hit: top-dose activity, negative = inhibition, actives largely listed as inhibitors; hit rate 8.8% among 350,000; AID 504332; further: on the % scale 0 is the no-effect control and ±100 the full control effect; nearly all actives have a fitted effect of over 75% in size
Target sequence (Q96KQ7 913-1193 limits assumed): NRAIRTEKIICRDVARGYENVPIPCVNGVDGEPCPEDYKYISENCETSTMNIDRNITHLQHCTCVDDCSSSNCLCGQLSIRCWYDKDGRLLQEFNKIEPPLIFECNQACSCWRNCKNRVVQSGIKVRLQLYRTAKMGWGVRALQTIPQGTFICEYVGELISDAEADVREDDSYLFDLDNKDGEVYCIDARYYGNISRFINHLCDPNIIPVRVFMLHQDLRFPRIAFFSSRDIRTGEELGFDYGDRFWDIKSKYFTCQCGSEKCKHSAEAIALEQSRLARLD
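Quantitative HTS format: methyltransferase activity on a biotin-tagged H3K9 peptide is measured by AlphaScreen, using a rabbit anti-monomethyl-H3K9 antibody with streptavidin donor and anti-IgG acceptor beads. Final levels are 20 nM enzyme, 500 nM peptide, 20 uM SAM; 2 h RT.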
HP1b binding inh – blocks HP1-beta chromodomain binding to methylated histone tails; Potency, µM (doses to about 114 µM), for inactives: at the top dose activity change, negative = inhibition, most hits filed as inhibitors; P83916; AID 540317; AlphaScreen HP1-beta / biotin-H3K9me3 peptide binding; hit rate 0.56% among 390,000; further: nearly all actives have a fitted effect of over 70% in size; inactives centre near 23
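HP1-beta protein (50 nM final) preincubated 30 min at room temperature with biotinylated H3(1-18)K9me3 peptide (50 nM) in PBS pH 7.4, 0.01% Tween-20, then compound added for 30 min. AlphaScreen streptavidin donor/nickel chelate acceptor beads (10 ug/mL final), 30 min dark, luminescence read.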
BLM helicase inh – inhibitors of human Bloom syndrome helicase BLM | P54132 | Potency, µM (titrated, usually from 56.1 µM), for inactives: top-dose activity change, negative = inhibition, hits mostly inhibitors | AID 2528 | recombinant BLM DNA unwinding, fluorescence dequenching | hit rate 0.2% among 350,000;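 further: plate controls were vehicle for no effect and no enzyme for full effect; nearly all actives have a fitted effect of over 35% in size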
POLI inh – blocks human DNA polymerase iota activity. Q9UNA4. Pol iota fluorescent replication assay, 10 min. Potency, µM (doses to about 115 µM), for the others: at the top dose activity, negative = inhibition, most hits filed as inhibitors. hit rate 1% among 390,000. AID 588590
Target sequence (Q9UNA4 whole entry, looked up): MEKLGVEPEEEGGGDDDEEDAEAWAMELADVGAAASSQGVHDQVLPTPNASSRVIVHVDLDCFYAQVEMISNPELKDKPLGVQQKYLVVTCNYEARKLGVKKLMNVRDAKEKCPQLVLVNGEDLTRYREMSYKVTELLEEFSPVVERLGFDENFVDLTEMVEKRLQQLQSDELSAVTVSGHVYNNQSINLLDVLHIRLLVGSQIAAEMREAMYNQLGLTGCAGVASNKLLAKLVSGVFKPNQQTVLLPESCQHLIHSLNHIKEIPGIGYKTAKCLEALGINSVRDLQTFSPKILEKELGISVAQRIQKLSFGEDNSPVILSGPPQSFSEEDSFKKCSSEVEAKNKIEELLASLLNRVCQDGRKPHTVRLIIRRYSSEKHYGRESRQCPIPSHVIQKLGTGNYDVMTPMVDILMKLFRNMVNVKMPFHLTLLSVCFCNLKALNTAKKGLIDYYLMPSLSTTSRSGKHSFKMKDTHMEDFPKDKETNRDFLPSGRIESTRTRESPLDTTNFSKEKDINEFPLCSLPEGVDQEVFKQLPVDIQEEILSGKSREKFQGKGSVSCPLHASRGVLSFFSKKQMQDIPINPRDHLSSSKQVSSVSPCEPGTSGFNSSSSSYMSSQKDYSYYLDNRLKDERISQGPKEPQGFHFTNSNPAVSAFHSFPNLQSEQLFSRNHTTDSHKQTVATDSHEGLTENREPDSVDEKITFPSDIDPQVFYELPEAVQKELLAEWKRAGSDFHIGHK
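Pol iota at 10 nM preincubated 15 min with compounds at room temperature; reaction started with fluorescent substrate, 50 nM final. Fluorescence read kinetically at 0 and 10 min; buffer-only wells as negative control.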
Active calls of the source: *; i = inactive; ? = inconclusive; . = no result given; & = joins results of further samples; [ ] = another dose, or the depositor's remark. Unless noted, the call rests on the fitted dose curve; in most records, active means well fitted curve in the direction sought with a large enough effect; inconclusive means small, poorly fitted or top-dose-only effect, or another doubt; inactive means no such curve, though single readings can be large; an effect the other way counts as inactive or inconclusive. Potency means the concentration at half of the fitted maximal effect. Not all compounds are listed. The share of hits here may be higher or lower than overall.

SMILES	PGK inhibitor	BAZ2B inh	GLS inh	JMJD2A Tudor inh	Pin1 inh	G9a block	HP1b binding inh	BLM helicase inh	POLI inh
COc1cc(OC)c(C(=O)NNC(=O)CN(C)S(=O)(=O)c2ccc(Cl)cc2)cc1OC	1%	7%	0%	0%	0%	-4%	37%	.	29%
CCC(=O)N1CC2(CC(c3cccc(NC(=O)CC(c4ccccc4)c4ccccc4)c3)=NO2)C[C@H]1C(N)=O (stereo not given in full)	-3%	?	1%	-22%	1%	18%[12.7 µM]	0%	-4%	-5%
Cc1ccccc1NC(=O)c1ccc(CN2CC(=O)N3CCCCC3C2=O)cc1 (stereo not given)	i	-5%	2%	-13%	-10%	.	20%	0%	0%
CCO/C(C)=N/n1c2nc3ccccc3nc2c2c(=O)n(CC(C)C)c(C)nc21	2%	0%	3%	-5%	-2%	31%[0.501 µM]	41%[activator]	0%	-2%
COc1ccc(NC(=O)c2ccccc2NC(=O)c2ccco2)cc1	-10%	-1%	-9%	-6%	0%	18%	-4%	-1%	16%
COc1ccc(C(=O)Nc2cccnc2)cc1C(=O)Nc1cccnc1	-10%	9%	4%	-34%	8%	-18%	19%	-6%	-25%
Cc1ccc(NC(=O)CNc2ccc(OC(C)C)cc2)c(C)c1	12%	-33%	-9%	-35%	0%	-27%[59 µM]	-6%	-8%	5%
O=C(CCc1nc(-c2ccccc2)no1)NCc1ccccc1CN1CCOCC1	8%	-5%	-3%	1%	-2%	-8%[59 µM]	33%	.	13%
CCN(CC1COc2ccccc2O1)C(=S)Nc1ccc(F)cc1 (stereo not given)	.	-1%	-7%	-12%	-2%	0%[59 µM]	36%	-9%	-29%
COc1cccc(C(=O)N(Cc2nc(-c3ccc(C)cc3)no2)C(C)C)c1	i	5%	6%	-5%	-2%	-3%[59 µM]	23%	-2%	-14%[58.9 µM]
COc1ccc(OC(=O)c2cccc(S(=O)(=O)N3CCCC3)c2)cc1	-12%	6%	0%	18%	-1%	0%[59 µM]	56%[activator]	-4%	10%
NC(=O)c1ccc(-c2nnn(CC(=O)N(C3CCCC3)C3CCS(=O)(=O)C3)n2)cc1 (stereo not given)	-4%	5%	1%	-24%	-12%	-11%[59 µM]	28%	.	6%
Cc1cc(C)c(NS(=O)(=O)c2ccc3c(c2)NC(=O)CC(=O)N3)c(C)c1	-4%	-1%	8%	-20%	-1%	-1%	8%	6%	3%
CC1CCN(c2nc3ccccn3c(=O)c2C=O)CC1	0%	3%	-6%	-12%	-3%	3%	43%[activator]	-4%	21%
Cc1nc(NS(=O)(=O)c2ccc(Br)cc2)c2c3c(sc2n1)CCC3	1%	?	2%	-16%	-10%	-20%[12.7 µM]	32%	-2%	3%
CCOc1ccccc1C1C(C(N)=O)=C(C)Nc2nc(-c3ccccc3Cl)nn21 (stereo not given)	1%&-2%	0%	9%&-5%	-15%	3%	-29%[59 µM]	21%&48%	-2%&-1%	13%&3%
O=C(CNC(=O)C(c1ccccc1)c1ccccc1)N/N=C/c1cccnc1	-6%	0%	2%	-12%	4%	.	12%	2%	79%[activator]
Cc1nn(CCc2nn[nH]n2)c2nc(-c3ccc(Br)cc3)cc(C(F)(F)F)c12	-1%	-16%	-16%	-27%	-11%	-31%	8%	-12%	36%[activator]
COc1ccc(-n2nc(C(=O)NCC(=O)N3CCC(C(N)=O)CC3)c3ccccc3c2=O)cc1	2%	8%	11%	-1%	-2%	20%	-1%	2%	-12%
Cc1cc(-n2c(C)cc(C(=O)CSc3nncn3C(C)C)c2C)no1	-9%	-32%	-2%	-26%	-2%	56µM*	14%	.	12%
Cc1ccccc1NC(=O)Cc1c(O)c2ccccc2[nH]c1=O	.	9%	-1%	-15%	-2%	-6%	18%	0%	?
CCC(CO)NC(=O)c1ccc(-c2nn(C)c(=O)c3ccccc23)cc1 (stereo not given)	i	6%	.	11%	-5%	17%	29%	0%	36%[activator]
COc1ccc(CCNC(=O)Cn2nc(C)n3c(cc4occc43)c2=O)cc1OC	-4%	3%	-20%	-12%	1%	4%[59 µM]	25%	-1%	6%
O=C1NC(=O)/C(=C/c2ccc(O)cc2)S1	i	-26%	27%	-9%	1%	?	46%[activator]	-1%	-11%
Cc1cccc(N(C)S(=O)(=O)c2cc3c(cc2C)n(C)c(=O)c(=O)n3C)c1	-8%	8%	4%	-11%	-6%	.	73%[activator]	0%	12%
COc1ccccc1N1CCN(S(=O)(=O)c2cccs2)CC1	-1%	5%	1%	-7%	8%	2%[59 µM]	26%	-13%	-4%[58.9 µM]
CCc1ccc(S(=O)(=O)Nc2ccc(-c3ccc4nnc(C)n4n3)cc2)s1	-5%	1%	0%	-20%	23%	-31%[12.7 µM]	19%	.	?
O=C(COC(=O)c1cc([N+](=O)[O-])ccc1N1CCOCC1)NCCc1ccccc1	6%	-19%	0%	-12%	5%	5%[12.7 µM]	15%	-8%	31%[activator]
COc1ccc(S(=O)(=O)NCCc2csc(C)n2)cc1C	0%	12%	0%	1%	-8%	-5%[59 µM]	53%[activator]	-5%	8%
CC(C)(C)c1ccc(N2C(=O)Cc3c2nc(N)c(C#N)c3N)cc1	-8%	-3%	.	-22%	0%	?	15%	-7%	28%
CC(=O)NCc1ccc(S(=O)(=O)NC2CCN(Cc3ccccc3)CC2)cc1	-2%	2%	1%	?	2%	26%[12.7 µM]	20%	0%	32%[activator]
Cc1nnc(SCc2ccccc2Cl)c2cc3occc3n12	i	28µM*	1%	?	3%	13µM*	-14%	-6%	13%
Cc1cc(OCC(=O)Nc2ccncc2)cc(C)c1Br	-1%	1%	-14%	-19%	1%	11%	25%	-2%	25%
N#Cc1cccn1-c1nccc(-c2cccs2)n1	-10%	90%[activator]	1%	45%[activator]	1%	113%[activator]	81%[activator]	2%	49%[activator]
O=C(O)Cc1ccc(S(=O)(=O)N2CCCC2)s1	?	.	?	-18%	-2%	.	5%	.	?
CCOc1ccc(NC(=O)C(=O)NCCN2CCN(S(=O)(=O)c3ccccc3)CC2)cc1	i	-2%	?	?	-2%	-1%	-2%	-4%	132%[activator]
C=CCC(CC=C)(NC(=O)c1ccccc1C(=O)O)c1ccccc1	5%	9%	-2%	6%	7%	?	42%[activator]	0%	149%[activator]
O=C(CNC(=O)C1CC(=O)N(c2cccc3ccccc23)C1)Nc1ccccc1Br (stereo not given)	i	5%	2%	0%	-1%	?	47%[activator]	.	22%
COc1ccc(OC)c(NC(=O)CCNS(=O)(=O)c2cc(Br)cnc2N)c1	-2%	-22%	1%	-4%	-4%	2%	32%	-4%	-5%
COc1cc(NC(=O)Cn2c(=O)nc(-c3ccccc3F)c3cc(Cl)ccc32)cc(OC)c1	6%	-31%	-12%	-24%	2%	-22%[59 µM]	8%	-7%	-13%
O=C(CSc1nnnn1-c1ccc(O)cc1)NC1CCCCC1	2%	-2%	?	-2%	7%	17%	16%	0%	58%[activator]
CCOc1ccc(S(=O)(=O)N(CC(=O)N2CCC(C(N)=O)CC2)c2ccc(F)cc2)cc1	-11%	-2%	1%	-14%	1%	.	20%	1%	-2%
Cc1ccccc1C(=O)NCC(=O)N1CCN(c2ccccn2)CC1	1%	.	3%	-8%	-5%	.	19%	.	51%[activator]
O=C1[C@H]2[C@@H](/C=C/c3ccccc3)N3C(=O)CN(CCO)C(=O)[C@@]3(Cc3ccccc3)[C@H]2C(=O)N1c1ccccc1	-2%	-3%	3%	-18%	4%	.	17%	1%	?
CCOC(=O)c1cc2sccc2n1CC(=O)Nc1ccc(OC)c(OC)c1	0%	-29%	-1%	-10%	1%	?	20%	-4%	13%
Cc1ccc(-c2c(C(=O)Nc3ccc(F)c(F)c3)oc(=O)c3ccccc23)cc1	0%	-14%	-2%	-14%	3%	-44%[59 µM]	36%	-13%	10%
Cc1nc2ccc(NC(=O)c3cccs3)cc2c(=O)n1Cc1ccc(Cl)cc1	4%	2%	-3%	-31%	20%	?	19%	-10%	8%
O=C(CSc1ccccc1C(=O)O)NCC1CCCCC1	-4%	-5%	8%	-10%	-7%	-32%	19%	2%	130%[activator]
Brc1ccc(COn2ccnc2)cc1	0%	2%	-20%	-10%	0%	6%	30%	-1%	-12%
CN(C)S(=O)(=O)c1cccc(NC(=O)CO/N=C(\N)c2ccccc2)c1	-10%	2%	-3%	-17%	1%	2%[59 µM]	12%	.	-3%
COc1cc(NC(=O)N2CCc3c(sc4c3CCCC4)C2c2ccccc2)cc(OC)c1OC (stereo not given)	-8%	-36%	-9%	?	-1%	-8%[59 µM]	-12%	-8%	10%
Cc1cc(O)ccc1NC(=O)Cc1cccc2ccccc12	-10%	.	1%	-14%	-10%	.	47%[activator]	.	-3%
O=C(COc1ccc2c3c(c(=O)oc2c1)CCCC3)N[C@@H](Cc1ccccc1)C(=O)O	1%	-35%	3%	-12%	0%	?	11%	1%	5%
O=C(NC(=S)Nc1ccc(CN2CCCCC2)cc1)c1ccco1	-3%	?	7%	-19%	0%	?	-20%	1%	-13%
COc1ccccc1C(=O)COC(=O)Cc1ccccc1F	-3%	.	-13%	38%[activator]	8%	.	84%[activator]	.	51%[activator]
Cc1cc(C)nc(NC(=O)COc2cc(Cl)cc(Cl)c2)n1	-8%	14%	-3%	-1%	1%	20%[12.7 µM]	25%	-7%	1%
CC(=O)Nc1ccc(NC(=O)CSc2nc3nc(C)cc(C)c3c(=O)[nH]2)cc1	0%	-34%	7%	-24%	7%	-9%	44%[activator]	1%	21%
CCOc1cc(CNCc2ccccn2)cc(Cl)c1OC	1%	56µM*	1%	45µM*	-5%	?	26%	-4%	?
